High-throughput results from PubChem.
Pol kappa inh: DNA polymerase kappa (human) inhibition; Q9UBT6; purified Pol kappa, fluorescent DNA synthesis assay, 10 min; Potency, µM (titrated, usually from 107 µM), inactives show top-dose activity, negative = inhibition, hits mostly inhibitors; 0.53% of 400,000 active; note: % is set by controls: 0 for no effect and ±100 for the full control effect
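Kinetic fluorescence screen: compound preincubated 15 min RT with 10 nM enzyme; 50 nM substrate (final) initiates; reads at 0/10 min.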
POLI inh: inhibitors of human DNA polymerase iota; Q9UNA4; Pol iota fluorescent replication assay, 10 min; Potency, µM (series often up to 115 µM), without a hit: top-dose activity, negative = inhibition, actives largely listed as inhibitors; 1% of 390,000 active
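Fluorescent replication assay read twice, at 0 min and 10 min after adding 50 nM (final) substrate. Enzyme (10 nM) and compounds were first incubated 15 min at room temperature; enzyme-free buffer wells were negative controls.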
APE1 inh: APE1 (human) endonuclease inhibition. P27695. Potency, µM (titrated, usually from 65.8 µM), for the others: top-dose activity change, negative = inhibition, actives largely listed as inhibitors. recombinant APE1, TAMRA/BHQ-2 abasic DNA cleavage fluorescence. 0.35% of 350,000 active;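 note: plate controls were vehicle for no effect and reference inhibitor for full effect; nearly all actives have a fitted effect of over 55% in size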
Target sequence (P27695 whole entry, looked up): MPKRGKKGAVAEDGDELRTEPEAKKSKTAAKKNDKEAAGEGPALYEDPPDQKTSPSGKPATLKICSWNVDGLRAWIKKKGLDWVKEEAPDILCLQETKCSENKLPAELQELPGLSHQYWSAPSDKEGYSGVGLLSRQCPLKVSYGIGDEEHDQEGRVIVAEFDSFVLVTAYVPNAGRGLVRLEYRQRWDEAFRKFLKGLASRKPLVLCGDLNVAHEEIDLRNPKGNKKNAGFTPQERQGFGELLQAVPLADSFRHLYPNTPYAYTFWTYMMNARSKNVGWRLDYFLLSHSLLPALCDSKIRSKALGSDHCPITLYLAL
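Quantitative HTS: incision of a TAMRA/BHQ-2 double-stranded substrate bearing a tetrahydrofuran abasic site by 0.75 nM APE1 raises fluorescence. Substrate 50 nM final, added after 15 min compound preincubation at room temperature; progress as third-minus-first kinetic read difference.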
POLH inh: inhibitors of human DNA polymerase eta; Q9Y253; recombinant Pol eta, fluorescent DNA replication assay; Potency, µM (titrated, usually from 114 µM), without a hit: at the highest dose activity change, negative = inhibition, usual class: inhibitors; 1.2% of 390,000 active; AID 588591; note: % is set by controls: 0 for no effect and ±100 for the full control effect
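Fluorescent replication assay: 50 nM final substrate added after a 15 min room-temperature compound preincubation with 10 nM enzyme. Signal taken at 0 min and again at 10 min.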
Apoferritin bind: binds horse apoferritin like a general anesthetic. P02791. apoferritin/1-aminoanthracene competitive binding, fluorescence. AID 485281. 0.074% of 350,000 active. Potency, µM (doses to about 77.5 µM), without a hit: top-dose activity change, negative = displacement, usual class: inhibitors; note: % is set by controls: 0 for no effect and ±100 for the full control effect; nearly all actives have a fitted effect of over 20% in size
Target sequence (P02791 2-175 limits assumed): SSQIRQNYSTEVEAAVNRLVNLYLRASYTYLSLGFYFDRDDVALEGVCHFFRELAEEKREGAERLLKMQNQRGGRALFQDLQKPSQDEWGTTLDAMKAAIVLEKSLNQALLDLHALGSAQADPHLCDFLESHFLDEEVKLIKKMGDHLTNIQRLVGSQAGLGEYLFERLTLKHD
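Read-out: endpoint 1-AMA fluorescence, excitation 380 nm and emission 535 nm, after compounds sit 10 min at room temperature with 10 uM horse-spleen apoferritin in 50% saturated 1-AMA/PBS. Values come from four-parameter Hill fits.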
BAZ2B inh: BAZ2B (human) inhibition; AlphaScreen BAZ2B-H3K14Ac peptide displacement; 4.4% of 360,000 active; Potency, µM (highest dose often 114 µM), without a hit: at the highest dose activity change, negative = inhibition, usual class: inhibitors; AID 504333; note: % is set by controls: 0 for no effect and ±100 for the full control effect; nearly all actives have a fitted effect of over 60% in size
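AlphaScreen displacement: compounds (up to 110uM) incubated 30 min at room temperature with a preformed 50 nM BAZ2B/50 nM biotinylated H3K14Ac peptide complex in PBS pH 7.4 with Tween-20. Donor and acceptor beads at 10 ug/mL final added, 20 min light-protected before reading.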
G9a inh: blocks human histone lysine methyltransferase G9a | Potency, µM (doses to about 102 µM), without a hit: top-dose activity, negative = inhibition, usual class: inhibitors | G9a H3K9 monomethylation, AlphaScreen, 2 h | 8.8% of 350,000 active | Q96KQ7 | AID 504332; note: % is set by controls: 0 for no effect and ±100 for the full control effect; nearly all actives have a fitted effect of over 75% in size
Target sequence (Q96KQ7 913-1193 limits assumed): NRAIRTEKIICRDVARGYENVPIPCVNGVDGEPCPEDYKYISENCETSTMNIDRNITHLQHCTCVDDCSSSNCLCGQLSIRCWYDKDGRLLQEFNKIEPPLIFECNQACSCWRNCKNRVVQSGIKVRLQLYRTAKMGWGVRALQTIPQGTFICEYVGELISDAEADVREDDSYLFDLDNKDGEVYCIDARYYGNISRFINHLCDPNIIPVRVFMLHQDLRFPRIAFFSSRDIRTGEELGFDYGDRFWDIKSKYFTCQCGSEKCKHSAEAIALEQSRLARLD
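Compounds were preincubated with 20 nM G9a for 15 min, after which biotinylated H3K9 peptide (500 nM) and SAM (20 uM) started a 2 h room-temperature reaction. Monomethylated product was quantified by antibody-based AlphaScreen chemiluminescence.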
BLM helicase inh: blocks DNA unwinding by human BLM helicase; P54132; recombinant BLM DNA unwinding, fluorescence dequenching; Potency, µM (series often up to 56.1 µM), inactives show at the top dose activity change, negative = inhibition, hits mostly inhibitors; 0.2% of 350,000 active; AID 2528;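 note: plate controls were vehicle for no effect and no enzyme for full effect; nearly all actives have a fitted effect of over 35% in size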
POLB inh: blocks human DNA polymerase beta activity; Potency, µM (top dose mostly 114 µM), for the others: at the highest dose activity change, negative = inhibition, usual class: inhibitors; Pol beta primer extension/strand displacement, fluorescence kinetic; 1.3% of 340,000 active; note: % is set by controls: 0 for no effect and ±100 for the full control effect
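Homogeneous kinetic assay of primer extension and strand displacement by 10 nM Pol beta, preincubated 15 min at room temperature with compound before 50 nM substrate (final) was added. Read at 0 and 10 min; four-parameter Hill fit.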
Active calls of the source: *; ? = inconclusive; . = not tested or not shown; & = joins results of further samples; [ ] = dose if it differs, or a comment. Calls come from the whole dose curve; as a rule, active = well fitted curve in the direction sought with a large enough effect; inconclusive = small, poorly fitted or top-dose-only effect, or another doubt; inactive = no such curve, though single readings can be large; an effect the other way counts as inactive or inconclusive. Potency is the fitted concentration of half-maximal effect. Not all compounds are listed, so the mix of outcomes need not match the whole.

SMILES	Pol kappa inh	POLI inh	APE1 inh	POLH inh	Apoferritin bind	BAZ2B inh	G9a inh	BLM helicase inh	POLB inh
CC[C@H](C)[C@H](NC(=O)c1ccccc1)C(=O)NC(CC(=O)O)c1ccc(F)cc1 (some centres not stated)	-3%	-14%	18%	-9%	3%	7%	-12%	-7%	-28%
O=C(NCc1ccc(F)cc1)C(c1cccs1)N(C(=O)c1csnn1)C1CC1 (configuration not stated)	-8%	13%	-1%	-20%	?	-18%	-8%[59 µM]	0%	10%
CCc1ccc([C@H]2C(C(=O)O)=C[C@@H](C(C)(C)C)N2S(=O)(=O)c2ccc(C)cc2)cc1	-19%	-29%	-9%	-8%	.	.	.	.	.
Cc1ccc(S(=O)(=O)NCC(=O)N2CCN(c3ccccc3F)CC2)cc1	-15%	84%[activator]	6%	-6%	-4%	6%	13%[59 µM]	-1%	15%
CCOC(=O)CNc1nc(C(C)(C)C)nc2c1nnn2Cc1ccccc1Cl	-5%	22%	-2%	-13%	-21%	.	-2%[59 µM]	-5%	1%
CC(=O)c1c(C)[nH]c(C(=O)CN(C)CC(=O)Nc2ccccc2Cl)c1C	-2%	81%[activator]	-16%	-7%	.	.	.	.	.
CC(C)c1ccc(NS(=O)(=O)c2ccc3c(c2)oc(=O)n3C)cc1	8%	-3%	-9%	-15%	8%	10%	8%[2.33 µM]	-2%	29%
CCOc1ccc(S(=O)(=O)n2ccc(C)n2)cc1	-10%	86%[activator]	9%	-21%	-3%	-2%	19%[59 µM]	-4%	12%
O=C(Nc1cccc(-c2ccc(N3CCOCC3)nn2)c1)c1ccccc1Cl	-10%	34%[activator]	16%	-15%	.	-5%	-6%	.	.
O=C(Nc1ccccc1C(=O)N1CCCCC1)NC1CCCCC1	-16%	41%[activator]	30%	-8%	-2%	1%	.	0%	0%
Cc1ccc(NC(=O)CN2C(=O)NC(C)(CCc3ccccc3)C2=O)cc1 (configuration not stated)	-18%	-12%	3%	-6%	?	-22%	-32%	-4%	-29%
COc1cccc(OC)c1C(=O)NC(=S)Nc1ccc2c(c1)OCCO2	-2%	55%[activator]	-5%	1%	-17%	-26%	56µM*	-3%	35%
COc1ccc(S(=O)(=O)Nc2cccnc2)c(Cl)c1Cl	-2%	21%	0%	-5%	-3%	-11%	-7%	-2%	-17%
CC1CC(C)CN(S(=O)(=O)N2CCC(C(=O)NCCc3ccccc3)CC2)C1 (configuration not stated)	9%	30%[activator]	57%	4%	2%	-14%[57.1 µM]	17%	0%	-2%
Cc1ccc(/C=C/c2nc3ccccc3[nH]2)o1	-26%	96%[activator]	-8%	-16%	64%[activator]	-34%	11µM*	-10%	-5%
COc1ccc(Cn2cccc(NC(=O)Nc3ccc(C#N)cc3)c2=O)cc1	6%	6%	-9%	-10%	-7%	-2%	5%	-7%	?
C[C@H](CO)N1C[C@H](C)[C@@H](CN(C)Cc2ccccc2)Oc2c(NS(=O)(=O)c3cn(C)cn3)cccc2C1=O	-5%	9%	1%	-9%	.	.	.	.	.
CN(/N=C/c1ccc(Cl)cc1)c1ncc(Cl)cc1C(F)(F)F	1%	38%[activator]	1%	-14%	-1%	86%[activator]	387%[activator]	-7%	15%
CC1C(=O)Nc2ccccc2N1C(=O)c1ccc(O)cc1 (configuration not stated)	-4%	15%	-14%	-13%	12%	6%	39%	1%	24%
CCOCCCn1c(SCC(=O)Nc2ccc(NC(C)=O)cc2)nc2ccccc2c1=O	2%	-14%	20%	-7%	-1%	-11%	13%	-10%	-1%
Cc1ccccc1NC(=O)CNc1ccccc1N1CCCCC1	-15%	0%	-3%	-19%	-18%	?	?	-11%	2%
Cc1ccc(CN2CCSc3ccc(C(=O)N4CCN(c5cc(C)ccc5C)CC4)cc32)cc1	-12%	-5%	.	-20%	-6%	-31%	?	-9%	13%
Cc1ccc(NC(=O)CS(=O)CC(=O)Nc2ccccc2-c2ccc(C)o2)cc1 (configuration not stated)	-18%	?	10%[12.4 µM]	-5%	-7%	-8%	?	-5%	0%
Nc1nnc(CCS(=O)(=O)c2ccc(Cl)cc2)s1	-4%	14%	8%	4%	9%	4%	5%[12.7 µM]	1%	30%
COc1cc(CN2CCCC(CO)(Cc3ccccc3F)C2)ccc1O (configuration not stated)	-19%	-6%	-6%	-20%	-10%	7%	.	-9%	16%
O=C(CNC(=O)c1ccccc1F)NCCOc1cccc(Cl)c1Cl	-25%	14%	1%	-11%	?	0%	2%[59 µM]	2%	-13%
Cc1ccc(-n2cccc2/C=N/n2cnnc2)cc1Cl	3%	17%	17%	0%	-17%	-35%	?	-3%	1%
Cc1ccc(S(=O)(=O)/N=c2\sccn2C)cc1	0%	-1%	-1%	-14%	-9%	4%	-5%[12.7 µM]	-4%	14%
COc1cccc2sc(=NC(=O)c3ccc(S(=O)(=O)N4CCCCC4)cc3)n(C)c12	-13%	-19%	.	-9%	4%	-3%	5%[59 µM]	-2%	-1%
Cc1cc(C)c(NC(=O)Cc2csc(C)n2)c(Cl)c1	-10%	-4%	.	-1%	4%	1%	8%[59 µM]	1%	-1%
Cn1nc(C(=O)NNC(=O)CCOc2ccc(C(C)(C)C)cc2)c2ccccc2c1=O	2%	47%[activator]	-24%	-30%	.	-7%	-10%[2.33 µM]	.	.
Clc1cccc(C2CCN(Cc3nc(CC4CC4)no3)C2)c1 (configuration not stated)	7%	23%	6%	-20%	-18%	-8%	49%	-2%	2%
COC(=O)C1CCN(C(=O)COC(=O)C2CCN(S(=O)(=O)c3ccc4c(c3)OCCO4)CC2)CC1	-1%	6%	-4%	-18%	-9%	-19%	13%	-2%	15%
Cc1nn(Cc2noc(C(=O)NCc3ccc(F)cc3)n2)c(C)c1Br	-5%	69%&-1%[activator]	-3%	-8%&-19%	?	1%&-2%	36%	-5%&-8%	24%&-29%
CC(NC(=O)C(=O)N/N=C\c1ccc([N+](=O)[O-])cc1)c1ccccc1 (configuration not stated)	5%	129%[activator]	-1%	-24%	-7%	-14%	.	1%	44%
COc1ccc(Cc2nnc(N=Nc3c(O)[nH]c4ccc(Br)cc34)[nH]c2=O)cc1	-17%	12%	-1%	-16%	-8%	-18%	-4%	-5%	-3%
COc1cc2c(cc1OC)CN(C(=S)Nc1ccc(OC(F)F)cc1)CC2	-15%	67%[activator]	-3%	?	?	-15%	10%[59 µM]	-5%	11%
COc1ccc(N2CCN(C(=O)c3ccc(C)c(NC(=O)C4=C(C)OCCS4)c3)CC2)cc1	-10%	9%	5%	-16%	-12%	45µM*	40µM*	-1%	-11%
CCc1ccc(C(=O)c2c(N)c(-c3nc(-c4ccc5c(c4)OCO5)cs3)c3ccccn23)cc1	-5%	8%	.	-10%	-2%	4%	7%[59 µM]	-9%	-1%
Cc1c(NC(=O)COC(=O)COc2ccc(Nc3ccccc3)cc2)c(=O)n(-c2ccccc2)n1C	-10%	44%[activator]	?	-21%	-17%	?	50µM*	1%	-27%

Part of the list above in a different format.
| Pol kappa inh | POLI inh | APE1 inh | POLH inh | Apoferritin bind | BAZ2B inh | G9a inh | BLM helicase inh | POLB inh | mol |
| --- | --- | --- | --- | --- | --- | --- | --- | --- | --- |
| -12% | -5% | . | -20% | -6% | -31% | ? | -9% | 13% | Cc1ccc(CN2CCSc3ccc(C(=O)N4CCN(c5cc(C)ccc5C)CC4)cc32)cc1 |
| -18% | ? | 10%[12.4 µM] | -5% | -7% | -8% | ? | -5% | 0% | Cc1ccc(NC(=O)CS(=O)CC(=O)Nc2ccccc2-c2ccc(C)o2)cc1 (configuration not stated) |
| -4% | 14% | 8% | 4% | 9% | 4% | 5%[12.7 µM] | 1% | 30% | Nc1nnc(CCS(=O)(=O)c2ccc(Cl)cc2)s1 |

(list continues)
SMILES	Pol kappa inh	POLI inh	APE1 inh	POLH inh	Apoferritin bind	BAZ2B inh	G9a inh	BLM helicase inh	POLB inh
Cc1ccc(NC(=S)NNC(=O)C2CC2c2ccc(C)cc2)cc1 (configuration not stated)	-16%	9%	1%	-12%	-6%	9%	?	-4%	9%
COc1ccc(-c2nc3cnc(N4CCOCC4)nc3n(-c3ccccc3)c2=O)cc1	1%[60.1 µM]	.	0%	.	.	.	5%[0.501 µM]	0%	.
Cc1nn(-c2ccccc2)c2nc(-c3ccco3)cc(C(=O)O)c12	28µM*	?	?	7.9µM*	-4%	?	20µM*	25%	14µM*
CN(C)c1ccc(-c2nc3ccccc3n2C)cc1	-4%	26%	11%	-11%	?	?	?	0%	52%
CCCCNC(=O)c1ccc(NS(=O)(=O)c2ccccc2)cc1	2%	16%	-1%	-17%	-9%	-5%	5%[59 µM]	-1%	0%
CC(C)Oc1ccc(NC(=O)c2ccncc2)cc1	-7%	-1%	-3%	-17%	-17%	11%	7%[12.7 µM]	-9%	0%
Cc1ccc(NC(=O)CC2Sc3ccc(C(F)(F)F)cc3NC2=O)cc1 (configuration not stated)	3%[60.1 µM]	8%	.	-6%	4%	-2%	-5%[59 µM]	1%	-14%
COC(=O)c1ccc(C(=O)NC2CCCc3c2cnn3-c2ccccc2F)nc1 (configuration not stated)	-4%	34%[activator]	44%	-1%	4%	-14%	1%	-1%	43%
CCc1ccc(C(=O)N/N=C(\C)c2ccncc2)s1	3%	-2%	8%	-8%	-13%	-20%	-20%	0%	9%
COc1ccccc1OCC(=O)Nc1cc(C)ccc1NC(=O)c1ccco1	-8%	20%	21%	-14%	7%	-3%	23%	-1%	19%
CCc1cccc2c(C(=O)COC(=O)c3ccc(O)cc3)c[nH]c12	-7%	24%	1%	-18%	-1%	2%	18%[59 µM]	0%	1%
O=C(c1ccc(OC2CCN(CCO)CC2)cc1)N1CCCC1	-8%	34%[activator]	23%	-7%	-9%	-6%	11%	-1%	4%
COc1ccccc1NC(=O)Cn1c2ccc(F)cc2c2nc3n(c(=O)c21)CCS3	-8%	38%[activator]	30%	-19%	-12%	-9%	1%	-2%	-12%

3 structures from above, sorted by SMILES length, rising:
SMILES	Pol kappa inh	POLI inh	APE1 inh	POLH inh	Apoferritin bind	BAZ2B inh	G9a inh	BLM helicase inh	POLB inh
CCc1ccc(C(=O)N/N=C(\C)c2ccncc2)s1	3%	-2%	8%	-8%	-13%	-20%	-20%	0%	9%
Cc1ccc(NC(=S)NNC(=O)C2CC2c2ccc(C)cc2)cc1 (configuration not stated)	-16%	9%	1%	-12%	-6%	9%	?	-4%	9%
COc1ccccc1OCC(=O)Nc1cc(C)ccc1NC(=O)c1ccco1	-8%	20%	21%	-14%	7%	-3%	23%	-1%	19%
